GDH-TPI inh: GDH-TPI coupling enzyme inhibitors, primary screen, artefact control for M. tuberculosis FBA inhibitor project, biochemical, absorbance, full deck. AID 588335, 2011. GDH-TPI coupled enzyme counterscreen, NADH absorbance. 360,000 compounds, 1.2% hits. inhibition, % at 4.8 µM; in the data active = inhibition above about 30%;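 note: 0% = DMSO wells and 100% = wells lacking the enzyme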
Mtb FBA inh: Mtb FBA enzyme inhibitors, primary screen, biochemical, fluorescence, strain H37Rv. Fructose-bisphosphate aldolase (Mycobacterium tuberculosis (strain ATCC 25618 / H37Rv)), …. purified M. tuberculosis FBA, fluorescence read-out. inhibition, % at 1 µM. 360,000 compounds, 2.3% hits; in the data active = inhibition above about 27%;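 note: 0% = vehicle and 100% = reference inhibitor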
Target sequence (P9WQA3 whole entry, looked up): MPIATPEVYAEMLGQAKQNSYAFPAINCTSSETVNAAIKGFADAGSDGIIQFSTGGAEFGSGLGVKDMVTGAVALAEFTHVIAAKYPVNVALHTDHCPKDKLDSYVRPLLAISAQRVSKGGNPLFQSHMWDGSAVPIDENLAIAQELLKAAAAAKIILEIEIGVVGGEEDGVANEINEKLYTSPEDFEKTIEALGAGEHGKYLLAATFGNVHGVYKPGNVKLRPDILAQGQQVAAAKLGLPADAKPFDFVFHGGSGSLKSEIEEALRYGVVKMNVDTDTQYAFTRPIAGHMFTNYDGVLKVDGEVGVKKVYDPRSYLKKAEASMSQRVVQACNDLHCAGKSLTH
Y pestis TopoI: Yersinia pestis topoisomerase I inhibitors, primary screen, biochemical, cleavage product accumulation, plate reader, single point; DNA topoisomerase I (Yersinia pestis CO92); 360,000 compounds, 0.064% hits; activity, % at 10 µM; Y. pestis Topo-I cleavage product accumulation; in the data active = activity above about 50%, passing the limit was not always enough; note: inactives centre near 2
FadD28 binding: inhibitors of FadD28 bisubstrate probe binding, primary screen, biochemical, fluorescence polarization, single point; AID 588549, 2011; 360,000 compounds, 0.22% hits; inhibition, % at 12.5 µM; Mycobacterium tuberculosis FadD28 fatty-acid-AMP ligase; in the data active = inhibition above about 8.5%, passing the limit was not always enough
TcdB GH inh: TcdB glycohydrolase inhibitors, primary screen, biochemical, single point, plate reader; Toxin B (Clostridioides difficile), P18177; TcdB glycohydrolase enzymatic assay; inhibition, % at 9.99 µM; 350,000 compounds, 0.24% hits; in the data active = inhibition above about 10%
UGM FP inh: M. tuberculosis UGM enzyme inhibitors, primary screen, biochemical, fluorescence polarization, single point | UDP-galactopyranose mutase (Mycobacterium tuberculosis (strain ATCC 25618 / H37Rv)), … | purified UGM, fluorescence polarization probe displacement | inhibition, % at 10 µM | 320,000 compounds, 0.06% hits | AID 504406, 2011; in the data active = inhibition above about 10%, passing the limit was not always enough
Target sequence (P9WIQ1 whole entry, looked up): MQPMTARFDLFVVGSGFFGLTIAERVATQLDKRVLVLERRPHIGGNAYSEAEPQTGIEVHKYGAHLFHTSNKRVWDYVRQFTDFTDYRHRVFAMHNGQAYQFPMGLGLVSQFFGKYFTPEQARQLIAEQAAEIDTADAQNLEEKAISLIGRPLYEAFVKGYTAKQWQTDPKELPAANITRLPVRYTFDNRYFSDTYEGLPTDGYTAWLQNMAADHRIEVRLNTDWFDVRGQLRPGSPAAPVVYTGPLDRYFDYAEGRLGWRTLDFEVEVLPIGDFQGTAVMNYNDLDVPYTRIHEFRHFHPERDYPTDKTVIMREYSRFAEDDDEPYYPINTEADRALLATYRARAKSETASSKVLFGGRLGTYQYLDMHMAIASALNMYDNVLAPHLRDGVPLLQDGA
Mtb BioA inh: M. tuberculosis BioA enzyme inhibitors, primary screen, biochemical, plate reader, single point, HTS. inhibition, % at 9.99 µM. purified M. tuberculosis BioA enzyme. 360,000 compounds, 0.096% hits; in the data active = inhibition above about 40%
BH1578 lux ind: inducers of Vibrio cholerae quorum light production without autoinducers, primary screen, BH1578 luxS cqsA deficient, single point | activation, % at 18.7 µM | 350,000 compounds, 0.16% hits | V. cholerae BH1578 lux reporter, luminescence, 6 h; in the data active = activation mostly above about 9.7%, no sharp cut-off; note: not every result past the cut was called active; inactives centre near 0; reference of the scale not given here
PfHsp40 rescue: rescue of yeast from PfHsp40 toxicity, primary screen, S. cerevisiae, ATP luminescence | S. cerevisiae expressing PfHsp40, growth rescue | growth rescue, % at 12.5 µM | 340,000 compounds, 0.68% hits | AID 504582, 2011; in the data active = growth rescue above about 28%, passing the limit was not always enough;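 note: yeast W303a lacking pdr1 and pdr3 grown in galactose medium; growth measured after three days at 30 °C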
* marks the source's active call; other numbers are inactive results; i = inactive; · = no result given; & = joins results of further samples.

The line under a structure holds: GDH-TPI inh | Mtb FBA inh | Y pestis TopoI | FadD28 binding | TcdB GH inh | UGM FP inh | Mtb BioA inh | BH1578 lux ind | PfHsp40 rescue
[1] O=[N+]([O-])c1cc(-c2csc(NCCc3nc4cc(C(F)(F)F)ccc4n3CCCO)n2)ccc1Cl
 : -5.2 | -3.9 | -3.3 | -5.3 | 0.6 | -1.7 | -0.9 | i | -0.5
[2] CCCC1(C(=O)OC)NC(c2cccc(F)c2)C2C(=O)N(CC)C(=O)C21 (stereo unspecified)
 : 6.4 | -2.1 | -5.0 | -3.3 | · | 0.5 | 2.1 | i | 0.3
[3] CC(=O)OCCn1c([N+](=O)[O-])cnc1C=[N+]([O-])C1CCCCC1
 : 29.2 | -0.8 | -1.2 | -0.7 | 1.8 | · | 0.1 | 1.4 | ·
[4] Cc1nc2nc(SCc3ccc([N+](=O)[O-])cc3)[nH]c2cc1Br
 : 5.4 | -0.5 | -4.8 | -3.7 | -0.4 | 2.7 | -0.8 | -0.3 | 0.9
[5] NC(=O)C1(C(N)=O)OC1c1ccccc1 (stereo unspecified)
 : -2.9 | -0.7 | 8.3 | -1.6 | 0.6 | 0.2 | · | i | 0.1
[6] O=[N+]([O-])c1ccc2c(c1)-c1ccccc1C2O (stereo unspecified)
 : 5.6 | -4.7 | -1.0 | -4.4 | 0.0 | · | 2.6 | i | ·
[7] O=C(N/N=C/c1ccc(O)cc1)/C(=C/c1ccccc1)CCO
 : 21.0 | -1.2 | 2.1 | -0.6 | · | 1.6 | 0.7 | i | 0.1
[8] CCCn1c(=O)c(C(=O)NCCc2ccc(Cl)cc2)c(O)c2ccccc21
 : 14.0 | -1.6 | 1.1 | -1.9 | -0.1 | 0.5 | -1.8 | -0.6 | -0.1
[9] COc1ccc(S(=O)(=O)NCc2cccnc2)cc1NC(=O)c1ccc(C)cc1
 : -3.5 | -0.7 | 15.1 | -1.9 | -2.1 | -1.1 | 14.6 | 0.5 | 0.3
[10] COc1ccc(CCC(=O)NCCS(=O)(=O)N2CCN(c3ccccc3)CC2)cc1
 : 12.2 | -0.6 | 34.0 | -1.7 | 3.2 | 0.0 | -0.3 | -1.8 | 1.3
[11] O=C(CO/N=C/c1cccc([N+](=O)[O-])c1)NC1CCCCCC1
 : 9.8 | 0.9 | 8.0 | 0.4 | · | 1.1 | 1.2 | i | 0.5
[12] O=C(c1cc(C2CC2)nn1-c1ccccc1)N1CCN(Cc2c(F)cccc2Cl)CC1
 : 11.7 | 3.1 | 12.7 | -2.5 | -1.1 | -0.5 | -0.2 | -0.4 | 0.7
[13] COc1ccc2cc(C#N)c(Cl)nc2c1
 : 6.3 | 26.4 | 3.0 | -3.0 | -1.2 | -1.4 | · | -0.3 | -0.3
[14] Cc1cc(C(=O)CSc2nnc(-c3ccco3)o2)c(C)n1Cc1ccco1
 : -1.9 | 4.1 | 13.6 | -3.6 | 1.4 | 1.0 | 0.9 | -1.2 | 0.6
[15] CN(Cc1ccccc1)C(=O)c1csc(COCCO)n1
 : 6.2 | -1.3 | 8.6 | -2.0 | -0.1 | · | 0.0 | -0.8 | ·
[16] Cc1cc(C)nc(Nc2ccccc2Br)n1
 : -5.7 | 1.4 | 8.5 | -0.1 | · | 1.0 | · | -0.2 | -1.3
[17] Cc1ccc(N(C)S(=O)(=O)c2ccc3c(c2)CC(C)N3C(=O)C2CC2)cc1 (stereo unspecified)
 : 4.8 | -1.4 | 29.7 | 1.2 | 2.8 | -0.3 | · | 0.9 | -0.3
[18] CCN(CC)c1ccc(C(=O)NNC(=O)C2CCN(c3ncnc4sc(C)c(C)c34)CC2)cc1
 : 16.1 | 3.4 | -2.3 | -0.5 | 0.3 | · | -0.2 | -3.0 | ·
[19] CC(=O)Nc1ccc(S(=O)(=O)Nc2ccc(F)c([N+](=O)[O-])c2)cc1
 : 7.5 | -2.3 | 5.0 | -0.9 | 0.4 | -0.7 | · | -0.8 | -0.3
[20] O=C(c1ccc(Br)cc1)N1CCN(c2ncccn2)CC1
 : 2.6 | -1.1 | 0.7 | -4.9 | 0.8 | 0.6 | -0.9 | -0.3 | -0.6
[21] CC(C)C(NS(=O)(=O)c1cccs1)C(=O)N(C)Cc1ccccc1 (stereo unspecified)
 : 10.7 | 3.0 | 1.1 | -0.9 | · | -0.4 | -1.2 | -1.6 | 0.5
[22] CN(C)CCN(C(=O)/C=C/c1cccs1)c1nc2ccc(Br)cc2s1
 : 13.8 | 2.3 | -2.9 | -4.1 | -0.3 | -0.8 | -0.5 | i | 3.7
[23] Cc1cc(C)nc(N2CCCC(C(=O)Nc3nc4ccc(S(C)(=O)=O)cc4s3)C2)n1 (stereo unspecified)
 : 7.2 | 5.1 | -2.7 | -3.0 | · | · | · | i | 1.5
[24] Cc1cc(Br)ccc1NC(=O)CNC(=O)CSc1ncccn1
 : 2.5 | 3.3 | -1.9 | · | 0.4 | -1.5 | 0.9 | i | -0.4
[25] CCC(C)c1ccc(S(=O)(=O)N2CCN(CC(O)COCC3CCCO3)CC2)cc1 (stereo unspecified)
 : -3.6 | 0.9 | 9.1 | -0.8 | 1.3 | · | · | i | ·
[26] CC(=O)NS(=O)(=O)c1ccc(NC(=O)c2ccc(-n3nc(C)cc3C)cc2)cc1
 : 2.5 | 0.1 | -5.0 | -3.5 | -1.3 | -1.0 | -1.4 | -0.2 | -0.2
[27] CCCCn1c(N)c(N(CC(C)C)C(=O)c2cc(-c3ccc(OC)cc3)nc3ccccc23)c(=O)[nH]c1=O
 : 21.6 | 6.8 | 7.1 | -2.0 | 1.5 | · | -0.5 | -0.3 | -1.2
[28] COc1ccc(Cl)cc1NC(=O)CN(C)CC(=O)NCc1cccs1
 : -8.6 | 4.5 | -2.5 | 1.0 | 0.2 | 1.4 | -2.2 | 0.6 | -1.2
[29] N=c1c2ccccc2nnn1-c1cccc(C(F)(F)F)c1
 : 6.1 | 4.6 | -8.5 | 0.4 | -0.1 | -0.6 | -1.7 | -0.4 | -0.7
[30] O=C(COc1ccccc1F)N1CCc2ccccc2C1
 : -4.1 | -0.3 | 1.5 | -4.1 | 0.4 | -2.0 | 1.3 | i | -0.4
[31] Cc1noc(C)c1NC(=O)N(C)C[C@@H]1OCc2cnnn2CCCC(=O)N([C@@H](C)CO)C[C@@H]1C
 : -2.1 | -2.2 | 1.4 | -2.4 | 1.5&-1.2 | · | 0.0&-0.5 | i | ·
[32] CN(CC(O)COc1ccc2ccccc2c1)C1CCCCC1 (stereo unspecified)
 : 11.7 | -2.4 | 0.7 | -0.4 | 0.2 | 1.3 | 0.2 | -0.4 | -0.9
[33] Cc1nc(NC(=O)/C=C/c2ccccc2)sc1C(=O)Nc1cccc(Cl)c1
 : 14.0 | -0.1 | 7.3 | 0.5 | 1.4 | 0.9 | -0.4 | i | -0.6
[34] CC(=O)NC(c1ccc([N+](=O)[O-])cc1)c1c(O)ccc2ccccc12 (stereo unspecified)
 : 3.1 | -0.6 | 1.8 | -1.1 | 3.0 | 0.9 | · | i | -0.5
[35] CC(=O)c1ccc(S(=O)(=O)NCCC(=O)OCC(=O)N2CCCC2=O)cc1
 : 5.6 | 3.2 | -4.0 | 0.4 | -1.1 | -2.5 | -2.4 | -14.3 | 0.6
[36] COc1ccccc1S(=O)(=O)Nc1ccc(-c2nnc3n2CCCCC3)cc1
 : -6.0 | -1.1 | -3.1 | -1.7 | · | 0.2 | · | i | -1.0
[37] COc1ccc(C(=O)Nc2ccccc2-c2nnn(CC(=O)N3CCOCC3)n2)cc1
 : 7.7 | 4.9 | -0.6 | -1.5 | 0.4 | 1.6 | · | 1.0 | 0.9
[38] CS(=O)(=O)N1CCc2cc(C(=O)N3CCCC3)ccc21
 : -1.6 | 6.0 | 0.8 | -0.8 | 1.3 | -2.3 | · | i | -1.2
[39] NC(=O)c1ncn([C@@H]2O[C@H](CO)[C@@H](O)[C@H]2O)n1
 : 5.3 | -2.7 | 2.1 | -0.6 | 0.9 | -0.3 | -1.2 | i | 0.1
[40] Cc1cccc(NC(=O)CN(c2ccc(F)cc2)S(C)(=O)=O)c1
 : 4.8 | 4.8 | 3.2 | -2.9 | 0.3 | 1.0 | · | -0.4 | 0.0
[41] CC(=O)c1c(C)[nH]c(C(=O)OCC(=O)Nc2cc(C)on2)c1C
 : 5.2 | -1.9 | -2.3 | -2.2 | · | -3.4 | -0.1 | i | -2.2
[42] Cc1cccc(NS(=O)(=O)c2ccc(C)c(C(=O)NCc3cccnc3)c2)c1
 : -5.1 | -1.4 | -0.5 | -1.6 | 1.5 | 0.1 | 0.3 | i | -0.4
[43] O=C(Cn1c(-c2ccccn2)nc2ccccc21)NCCN1CCOCC1
 : 3.8 | 16.9 | -9.3 | -0.8 | · | -4.5 | -1.9 | -5.0 | -0.5
[44] CC(C)(C)C(=O)Nc1ccccc1C(=O)OCC(=O)c1ccc2c(c1)OCCO2
 : 11.1 | 0.3 | 11.2 | -2.3 | · | -1.3 | · | i | 9.0
[45] Cc1ccc(C)c(NC(=O)CN(C)C(C)C(=O)N2CCCC2)c1 (stereo unspecified)
 : 7.9 | 2.3 | 0.7 | -1.8 | 1.6 | 1.7 | -1.0 | -0.8 | 0.0

2 compounds picked at random from those above:
The line under a structure holds: GDH-TPI inh | Mtb FBA inh | Y pestis TopoI | FadD28 binding | TcdB GH inh | UGM FP inh | Mtb BioA inh | BH1578 lux ind | PfHsp40 rescue
[31] Cc1noc(C)c1NC(=O)N(C)C[C@@H]1OCc2cnnn2CCCC(=O)N([C@@H](C)CO)C[C@@H]1C
 : -2.1 | -2.2 | 1.4 | -2.4 | 1.5&-1.2 | · | 0.0&-0.5 | i | ·
[15] CN(Cc1ccccc1)C(=O)c1csc(COCCO)n1
 : 6.2 | -1.3 | 8.6 | -2.0 | -0.1 | · | 0.0 | -0.8 | ·

The results go on.
The line under a structure holds: GDH-TPI inh | Mtb FBA inh | Y pestis TopoI | FadD28 binding | TcdB GH inh | UGM FP inh | Mtb BioA inh | BH1578 lux ind | PfHsp40 rescue
[46] OCC1(CO)COC(CCc2ccccc2)=N1
 : 9.4 | -0.7 | 3.6 | -3.4 | -0.2 | 0.5 | -1.5 | -0.2 | -0.2
[47] COC(=O)N/N=C1\CCCc2ccccc21
 : -4.9 | 1.0 | -0.6 | -2.5 | · | 1.2 | -1.6 | i | 0.5
[48] Cc1ccc(-c2csc(NC(=O)c3ccno3)n2)cc1
 : 0.0 | -1.7 | 0.5 | 4.4 | · | 2.1 | 5.9 | i | 0.2
[49] O=C(NCC1CCCO1)C1CC(=O)N(c2ccc(Cl)cc2)C1 (stereo unspecified)
 : 6.8 | 3.9 | -14.1 | 0.8 | 0.6 | -0.3 | 6.0 | -0.3 | 0.4
[50] Cc1cc([N+](=O)[O-])nn1CC(=O)Nc1nc2ccccc2s1
 : 4.4 | 2.6 | 3.9 | 4.0 | 5.7 | -0.8 | · | i | 0.3
[51] Cc1ccc(C)c(CN2CCC(CNC(=O)Nc3ccc(Cl)cc3)CC2)c1
 : -1.0 | -1.5 | -3.7 | -7.3 | 1.4 | 2.5 | -1.1 | i | 0.3
[52] Cc1c(C(=O)Nc2nccs2)sc2nc(-c3cccs3)cc(C(F)(F)F)c12
 : 14.1 | 9.9 | 0.8 | -6.4 | · | 0.2 | · | -0.9 | -0.8
[53] O=C(CCc1ccccc1)Nc1ccnn1C1CCN(Cc2ncc[nH]2)CC1
 : 2.5 | 1.8 | -1.3 | -0.5 | 1.5 | -1.0 | 0.1 | -0.4 | -0.3
[54] CCOc1ccc2nc(-c3cc(NC(C)=O)ccc3O)sc2c1
 : 1.9 | 0.6 | -1.2 | 0.5 | 0.4 | -0.3 | · | -0.2 | -0.8
[55] Cc1cc(NC(=O)C(C)SCC(=O)OCc2ccc([N+](=O)[O-])cc2)no1 (stereo unspecified)
 : 1.0 | 0.2 | -8.9 | -3.9 | 0.8 | 0.9 | · | -10.0 | 1.6
[56] O=C(NNC(=O)c1cccs1)c1ccc(Br)o1
 : 14.8 | 0.7 | -4.1 | -0.9 | -0.2 | -1.1 | · | i | -0.6

Bioassay records as filed in PubChem.

The order is random; overall some 4.6% were active at least once.
